p47phox inh – blocks human p47phox regulatory protein of NADPH oxidases | P14598 | p47phox/p22phox peptide binding, fluorescence polarization, 2 h | inhibition, % at 24.7 µM | actives 0.53% (n = 220,000) | AID 1274;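 active = inhibition above about 30%, limit read from the data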;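 also: 0% = p47phox with labelled peptide and 100% = labelled peptide alone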
Target sequence (P14598 whole entry, looked up): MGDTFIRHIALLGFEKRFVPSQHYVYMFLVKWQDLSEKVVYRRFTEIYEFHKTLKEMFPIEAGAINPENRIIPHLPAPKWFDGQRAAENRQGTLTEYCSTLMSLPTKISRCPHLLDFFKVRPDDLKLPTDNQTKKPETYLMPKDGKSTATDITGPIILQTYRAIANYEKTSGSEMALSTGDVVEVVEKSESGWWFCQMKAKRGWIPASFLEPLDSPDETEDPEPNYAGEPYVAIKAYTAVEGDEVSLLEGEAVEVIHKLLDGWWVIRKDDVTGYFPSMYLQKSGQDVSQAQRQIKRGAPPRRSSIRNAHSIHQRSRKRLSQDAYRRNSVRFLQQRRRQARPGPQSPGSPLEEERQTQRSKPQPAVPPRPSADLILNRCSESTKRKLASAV
Ba/F3 V617F tox – reduce viability of Ba/F3 cells dependent on JAK2V617F; inhibition, % at 5.6 µM; actives 1.1% (n = 220,000); AID 1446; Ba/F3 EpoR-JAK2V617F viability, ATP luminescence;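 active = inhibition above the campaign mean plus 3 SD over all tested compounds, cut at about 24% in these data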;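 also: cytokine-independent growth of Ba/F3 cells driven by EpoR plus mutant JAK2; 0% = DMSO-treated cells and 100% = JAK inhibitor I control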
TbHK1 inh – T. brucei hexokinase 1 inhibition. inhibition, % at 10 µM. AID 1430. actives 0.11% (n = 220,000). recombinant TbHK1, G6PDH-coupled NADH A340;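 active = inhibition of 50% or more in the single-dose primary screen; inactive = inhibition below 50%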
PGE2 EP2 inh – inhibitors of human EP2 prostaglandin E2 receptor. C6 glioma cells expressing human EP2, cAMP TR-FRET; cells stimulated with saturating PGE2. AID 1422. inhibition, % at 25 µM. actives 0.52% (n = 260,000). P43116;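 active = percent inhibition above 40 after rounding to a whole number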;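 also: rat C6 glioma host cells with rolipram phosphodiesterase inhibitor present; the protocol text gives 20 µM as final concentration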
Target sequence (P43116 whole entry, looked up): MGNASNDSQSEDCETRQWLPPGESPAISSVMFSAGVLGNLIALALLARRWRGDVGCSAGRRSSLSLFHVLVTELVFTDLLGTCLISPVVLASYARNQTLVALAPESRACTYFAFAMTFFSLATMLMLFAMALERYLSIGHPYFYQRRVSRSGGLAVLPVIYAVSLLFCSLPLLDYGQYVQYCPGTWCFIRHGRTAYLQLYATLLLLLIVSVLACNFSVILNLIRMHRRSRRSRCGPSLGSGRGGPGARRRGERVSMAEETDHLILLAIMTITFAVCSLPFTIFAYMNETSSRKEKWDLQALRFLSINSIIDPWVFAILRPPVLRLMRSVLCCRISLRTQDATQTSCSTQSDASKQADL
RBBP9 inh – blocks human serine hydrolase RBBP9. O75884. recombinant RBBP9, FP-Rh probe fluorescence polarization. inhibition, % at 7.94 µM. actives 0.2% (n = 220,000). AID 1515;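 active = inhibition above the campaign mean of all tested compounds plus 3 SD, cut at about 14% in these data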;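 also: plate controls were DMSO wells with RBBP9 for no effect and wells lacking RBBP9 protein for full effect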
Target sequence (O75884 whole entry, looked up): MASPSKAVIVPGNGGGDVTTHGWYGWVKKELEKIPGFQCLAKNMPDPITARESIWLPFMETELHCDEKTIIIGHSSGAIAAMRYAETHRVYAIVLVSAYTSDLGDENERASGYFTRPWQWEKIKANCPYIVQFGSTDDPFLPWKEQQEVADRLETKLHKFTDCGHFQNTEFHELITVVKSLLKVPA
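Material: RBBP9 protein. Amount: RBBP9 at 2.5 µM in dispensed solution, before mixing. Schedule: 30 min then 45 min, 25 °C. Medium: Tris buffer pH 8.0, NaCl, Pluronic. Measured by: fluorescence polarization. Measure: percent inhibition from mP, scaled between DMSO and no-protein wells. Replication: one well per compound.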
BaF3 tox – counter-screen for JAK2V617F inhibitors: parental Ba/F3 viability inhibitors. CellTiter-Glo ATP luminescence. inhibition, % at 5.6 µM. actives 1.1% (n = 220,000). AID 1486;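 active = inhibition above a per-campaign cutoff, the mean inhibition of all tested compounds plus 3 SD, cut at about 27% in these data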;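 also: 0% = DMSO wells and 100% = JAK Inhibitor I control wells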
p97 ATPase inh – inhibitors of human p97 ATPase | AID 1481 | recombinant p97 ATPase, Kinase-Glo ATP luminescence, 3 h | actives 0.42% (n = 220,000) | inhibition, % at 8 µM | P55072; in the data active = inhibition above about 15%;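 also: 0% = DMSO vehicle and 100% = wells lacking enzyme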
Furin inh – blocks human furin protease activity. P09958. AID 463115. purified furin, fluorogenic substrate cleavage. actives 0.061% (n = 220,000). inhibition, % at 30 µM; in the data active = inhibition above about 25%; also: inactives centre near -15
PPC-1+TRAIL kill – compounds killing PPC-1 cancer cells with TRAIL present (potentiator screen, no TRAIL-free arm) | actives 0.41% (n = 220,000) | cell killing (% activity), % at 4 µM | PPC-1 cells + TRAIL, ATPLite viability luminescence;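 active = cell killing above 50% in the first pass at 4 µM, then a duplicate retest at 5 µM averaging 50% or more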;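 also: plate controls were cells with TRAIL plus DMSO for no effect and medium-only wells lacking cells for full effect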
The depositor's hits bear a star; / = no result given; & = joins results of further samples; [ ] = another dose, or the depositor's remark. This is a subset, so the mix of outcomes need not match the whole.

| Compound | p47phox inh | Ba/F3 V617F tox | TbHK1 inh | PGE2 EP2 inh | RBBP9 inh | BaF3 tox | p97 ATPase inh | Furin inh | PPC-1+TRAIL kill |
| --- | --- | --- | --- | --- | --- | --- | --- | --- | --- |
| Cc1cccc2cc(C#N)c(NCCNC(=S)NCCCN3CCOCC3)nc12 | -11 | -1 | -3 | 14&12 | -3 | 5 | 6 | -34[20 µM] | 1 |
| c1ccc(-c2nnc(-c3c[nH]c4ccccc34)nc2-c2ccccc2)cc1 | -8 | 3 | -29 | 22 | -12 | 8 | -3 | -7[20 µM] | -13 |
| Cc1ccccc1C(OCC(O)CN1CCCCC1CCO)c1ccccc1 (stereo unspecified) | -5 | 0 | 3 | 8 | -9 | 4 | 10 | -14 | 17 |
| COC(=O)CN(c1nc(C)cc(OC)n1)S(=O)(=O)c1ccccc1 | 1 | -2 | 2 | 8 | -4 | 3 | -1 | -17[20 µM] | 7 |
| CN1CCC(=NNC(=O)c2ccc(N(Cc3ccc(Cl)cc3)S(C)(=O)=O)cc2)CC1 | -18 | 2 | 14 | 8 | -9 | 7 | -1 | 4 | -14 |
| COc1ccc(C(CC(=O)NC(C)(C)C)n2cccc2)cc1 (stereo unspecified) | -7 | -2 | -3 | 11 | -3 | -1 | 5 | -5 | -3 |
| CC(=O)N(CN1C(=O)c2ccc([N+](=O)[O-])cc2C1=O)c1ccc(F)cc1 | -21 | -3 | -1 | 8 | -6 | 0 | 1 | -20[20 µM] | 1 |
| O=C(/C=C/c1ccc(Cl)cc1)NC(=S)Nc1ccccc1C(=O)O | -31 | 3 | -19 | 5 | -2 | 0 | -7 | -4 | -5 |
| C=CCc1cccc(C=Nc2cccn3cc(-c4ccccc4)nc23)c1O | -15 | -1 | -9 | 4 | -1 | 4 | 3 | -32 | 15 |
| O=C(Cc1ccccc1)NC1c2ccccc2-c2ccccc21 | 6 | 3 | 1 | 4 | -3 | 8 | -1 | -10 | 2 |
| CC(=O)NC(CCS(C)(=O)=O)C(=O)Nc1ccc(Cl)c(Cl)c1 (stereo unspecified) | -18 | 0 | 3 | 6 | -8 | 5 | 1 | -31 | -14 |
| CC(=O)c1cccc(NC(=O)N2CCC(NC(=O)C34CC5CC(CC(C5)C3)C4)CC2)c1 | 7 | -1 | -11 | 6 | -8 | 3 | -3 | -17 | 0 |
| CCOC(=O)N1C=CC=C[C@@H]2[C@@H](N3C(=O)c4ccccc4C3=O)C(=O)N21 | -9 | -1 | -3 | 3 | 0 | 6 | 5 | -28 | 2 |
| CC(C)CCNC(=O)C1CCCN(S(=O)(=O)c2ccc(F)cc2)C1 (stereo unspecified) | -10 | 1 | -5 | 9 | -1 | 10 | -2 | -16 | -5 |
| COc1ccccc1NS(=O)(=O)N(C)C | 18 | -1 | -2 | 2 | -2 | 6 | 0 | -20[20 µM] | 4 |
| O=C(/C=N/O)NCc1cccnc1 | -3 | 0 | 36 | 6 | -6 | 8 | 1 | -3 | 21 |
| Cc1ccc(CN2CCC(C(=O)NCCC(C)C)CC2)o1 | -10 | 4 | 1 | 13 | -3 | 11 | -4 | -17 | -6 |
| Cc1cc(C)nc(SCc2ccc(C(=O)N/N=C3\CC(C)CC(C)(C)C3)cc2)n1 (stereo unspecified) | -3 | -1 | -2 | 2 | -5 | 1 | 6 | -12 | 12 |
| O=c1c2ccccc2nc2n1C(CSCc1cccc(C(F)(F)F)c1)CS2 (stereo unspecified) | -6 | 1 | 1 | 14 | -9 | 17 | -4 | -14[20 µM] | 2 |
| CC(=O)OC1OCCOC1NC(=S)Nc1ccc(C)cc1 (stereo unspecified) | -6 | -1 | -3 | 7 | -1 | 5 | 6 | -18 | 27 |
| COc1ccc(-c2cc3ccccc3n2CC(O)CN2CCOCC2)cc1 (stereo unspecified) | -6 | -3 | 3 | 12 | 1 | 2 | 3 | -22 | -4 |
| COC(=O)c1ccccc1NC(=O)CCS(=O)(=O)c1ccc(Br)s1 | 0 | -3 | 6 | 6 | -3 | 2 | 2 | -23[20 µM] | -5 |
| COc1ccc2nc(Nc3nc(CSc4ccc(C)cc4)cc(=O)[nH]3)nc(C)c2c1 | 16 | -4 | -21 | 3 | 4 | -1 | 4 | -29 | -12 |
| FC(F)(F)c1cnc(NNC(=S)Nc2ccccc2Cl)c(Cl)c1 | -9 | 2 | -2 | 8 | -4 | 8 | -3 | -22 | 18 |
| COc1ccc(/C=N/Nc2ccc([N+](=O)[O-])cc2)cc1Cn1cc([N+](=O)[O-])cn1 | -28 | -4 | -8 | 13 | -6 | -1 | 4 | -22[20 µM] | -7 |

Four compounds from above, sorted by the value under p47phox inh, lowest first:
SMILES | p47phox inh | TbHK1 inh | RBBP9 inh | p97 ATPase inh | Furin inh
FC(F)(F)c1cnc(NNC(=S)Nc2ccccc2Cl)c(Cl)c1 | -9 | -2 | -4 | -3 | -22
c1ccc(-c2nnc(-c3c[nH]c4ccccc34)nc2-c2ccccc2)cc1 | -8 | -29 | -12 | -3 | -7[20 µM]
CC(=O)OC1OCCOC1NC(=S)Nc1ccc(C)cc1 (stereo unspecified) | -6 | -3 | -1 | 6 | -18
O=C(/C=N/O)NCc1cccnc1 | -3 | 36 | -6 | 1 | -3

Following part
Under each structure – p47phox inh	Ba/F3 V617F tox	TbHK1 inh	PGE2 EP2 inh	RBBP9 inh	BaF3 tox	p97 ATPase inh	Furin inh	PPC-1+TRAIL kill
CC(=O)NC[C@H]1CN(c2ccc(N3CCOCC3)c(F)c2)C(=O)O1
    -12	8	/	13	7	-11	2	/	-6
Cc1ccc(-c2cn(-c3ccc(OC(F)F)cc3)c3[n+]2CCCCC3)cc1
    -13	78*	6	10	3	73*	10	-15	9
CCOC(=O)CCn1cnc2ccc([N+](=O)[O-])cc2c1=O
    6	2	-3	8	-8	6	2	-12	-13
CCOc1cc(CNC(C)C)c(Cl)cc1OCC(=O)NCCc1ccccc1
    -6	8	2	13	-1	7	-5	-2[20 µM]	21
O=C(COc1cccc2ccccc12)NCc1cccnc1
    4	1	6	2	-7	10	-6	-19	3
O=C(CSc1nc2ccccc2c(=O)n1-c1ccc(SC(F)F)cc1)Nc1ccc(N2CCOCC2)cc1
    -5	-2	3	9	-10	-1	6	-22	29
Cc1nc(SCc2ccc(F)cc2)c2oc3ccccc3c2n1
    1	-5	-20	11	-6	1	-4	-12	0
CCOC(=O)C(=NCC1CCCO1)NNc1cc(Cl)ccc1Cl (stereo unspecified)
    -9	0	-22	10	3	-4	-4	-23	32
CN(C)S(=O)(=O)c1ccc(N2CCCC2)c(C(=O)NCc2ccc(Cl)cc2)c1
    -1	-2	-4	9	1	1	2	-13[20 µM]	16
N#C/C(=N/Nc1ccccc1[N+](=O)[O-])C(N)=S
    2	-5	-27	11	-8	0	4	3	6
CCCCNC(=O)Cc1coc2ccc3ccccc3c12
    -26	-3	1	8	-10	3	2	-28[20 µM]	14
CCc1n[nH]c(=S)n1/N=C/c1ccccc1OCc1ccc(Cl)cc1
    -4	1	-7	12	-6	8	-5	-18	29
O=C1COc2ccc(N3C(=O)C=CC3=O)cc2N1
    -3	-1	-1	46*	-3	4	2	-26	13
O=C(COC(=O)C1(c2cccc(F)c2)CCCC1)NCc1cccs1
    -6	3	-1	4	-1	7	-3	-17	-12
O=C(Nc1ccncc1)C1(c2ccccc2)CCCC1
    -1	3	18	3	-7	6	4	-4	3
CCCOc1cc(CN2CCCCC2)cc(C(C)=O)c1
    -1	2	0	11	-7	2	-8	-19[20 µM]	34
CC(C(=O)N1CCN(Cc2ccccc2)CC1)c1ccc([N+](=O)[O-])cc1 (stereo unspecified)
    -5	-1	5	4	-10	3	-4	-28	11
Cc1ccc(CNC(=O)c2ccc(OCC3CCCO3)cc2)cc1 (stereo unspecified)
    -10	2	33	5	-12	8	-3	-10	18
O=C(Cn1cnc2ccccc21)NCc1ccccc1
    -1	0	-1	7	-7	2	-3	-19[20 µM]	22
COc1ccc(C(=O)COc2nc(C)cc(C)c2C#N)cc1
    -2	3	-2	9	-2	2	-4	-16[20 µM]	-6
O=C(NC(=S)NCCN1CCOCC1)c1ccccc1
    -6	-1	6	2	4	5	8	-18	-8
CN(CC(=O)Nc1cccc(S(=O)(=O)NC2=NCCCCC2)c1)Cc1ccc(C(C)(C)C)cc1
    -10	3	-1	4	-8	4	-1	-17	-4
CCC(C)(C)NC(=O)CN(C(=O)c1snc(C(N)=O)c1N)c1ccc2c(c1)OCO2
    0	0	-10	7	-9	4	6	-20[20 µM]	-5
O=S(=O)(Nc1ccc(Oc2ncccn2)c(Cl)c1)c1ccc(Cl)cc1
    2	0	18	/	-2	2	-3	-14[20 µM]	-6
Cc1ccc(S(=O)(=O)n2ccc(-c3cccc(OCc4c(F)cccc4Cl)c3)n2)cc1
    0	-5	0	11	-9	6	1	-15[20 µM]	28
CCC(C)[C@H](NC(=O)NC1CCN(Cc2ccccc2)CC1)C(=O)OC (stereo partly specified)
    -11	4	4	2	-3	8	-5	5[20 µM]	1
CCNC(=O)NCCNC(=O)c1cc(OCC(F)(F)F)ccc1OCC(F)(F)F
    -7	2	1	3	-10	0	-4	-12	10
CC(=O)c1cc2c(cc1NC(=O)C1CC1)OCO2
    6	0	-10	11	-4	4	2	-10[20 µM]	16
CCOC(=O)c1c(C)c(C(=O)NC2CCCCC2)c(C)n1CC
    5	-2	2	/	-6	-2	1	-13	11
CC1CCN(C(=O)Cn2cc(SCC(=O)NCC3CCCO3)c3ccccc32)CC1 (stereo unspecified)
    1	4	7	-1	-7	9	-4	-8	-2

The list continues:
Under each structure – p47phox inh	Ba/F3 V617F tox	TbHK1 inh	PGE2 EP2 inh	RBBP9 inh	BaF3 tox	p97 ATPase inh	Furin inh	PPC-1+TRAIL kill
N#Cc1c(-c2ccccc2Cl)noc1/C=C/Nc1ccc(C(=O)O)cc1
    -12	-3	-21	7	-8	4	7	-15	17
COc1cc(NC2=Nc3cccc4cccc2c34)cc(OC)c1OC
    -15	3	-3	10	-8	4	-3	-19	12
O=C(Nc1ccccc1)Nc1cccc(C(F)(F)F)c1
    2	3	5	6	-14	4	-3	-24	10
O=c1c(-c2ccccc2)c(O)c2c(n1-c1ccccc1)CCCC2
    -2	-3	4	12	-2	3	4	-18	4
O=C1C(C=Nc2ccc(F)cc2)=C(O)c2ccccc21
    4	-2	-6	6	-2	4	3	-16	22

Ordered by SMILES length (largest number first): some entries from above
Under each structure – p47phox inh	Ba/F3 V617F tox	TbHK1 inh	PGE2 EP2 inh	RBBP9 inh	BaF3 tox	p97 ATPase inh	Furin inh	PPC-1+TRAIL kill
CC1CCN(C(=O)Cn2cc(SCC(=O)NCC3CCCO3)c3ccccc32)CC1 (stereo unspecified)
    1	4	7	-1	-7	9	-4	-8	-2
N#Cc1c(-c2ccccc2Cl)noc1/C=C/Nc1ccc(C(=O)O)cc1
    -12	-3	-21	7	-8	4	7	-15	17
CCOC(=O)c1c(C)c(C(=O)NC2CCCCC2)c(C)n1CC
    5	-2	2	/	-6	-2	1	-13	11
O=C1C(C=Nc2ccc(F)cc2)=C(O)c2ccccc21
    4	-2	-6	6	-2	4	3	-16	22

Screening results from PubChem BioAssay.
